Source: PubChem BioAssay
Lipid storage S3 = qHTS Assay for Lipid Storage Modulators in Drosophila S3 Cells; Potency in µM for hits, for the others lipid storage change, negative = inhibition, % at the top dose, mostly 46.1 µM; 0.64% of 320,000 active; AID 2685; Drosophila S3 cells, BODIPY lipid droplet fluorescence, 18-24 h; cells fed with added oleic acid; active means well fitted inhibition curve with a large enough effect in the signal ratio, with a control signal flat, not every such curve was filed as active; inconclusive means small, poorly fitted or top-dose-only effect, or effect the other way, or a change in a side signal; the % refers to the signal ratio
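Drosophila S3 cells got compounds at several concentrations plus oleic acid (400 uM solution). Laser-scanning cytometry with 488 nm excitation read lipid droplets at 500-530 nm and cells at 575-640 nm. Percent activity was relative to 20 uM Triacsin C.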
Lipid storage S3 cell count max = recorded beside Lipid storage S3, whose call it bears; cell number change, %; measured here: cell count max response;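 cells counted by Cell Tracker Red CMTPX staining in the red channel; peak over a dose series mostly up to 46.1 µM; percent activity relative to internal control wells on each plate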
Active calls of the source: *; [ ] = another dose, or the depositor's remark. On the % scale 0 is the no-effect control and ±100 the full control effect; potency means the concentration at half of the fitted maximal effect. Some of the compounds tested; count on the stated rates, not on these rows.

Screening Cc1ccc(CNC(=O)c2ccc(F)c(S(=O)(=O)N3CCOCC3)c2)cc1 returned Lipid storage S3 inconclusive.
Screening C[Si](C)(C)n1ccnc1 returned Lipid storage S3 -22.4% and Lipid storage S3 cell count max -12.8.
COCc1ccc(C(=O)NC2CCCN(Cc3ccccc3F)C2)o1 (configuration not stated) was read as Lipid storage S3 -14.3% and Lipid storage S3 cell count max 9.4.
For O=C(CNc1ccccc1OC(F)F)N1CCc2ccccc21 the results were Lipid storage S3 inconclusive.
CC(=O)c1cccc(NC(=O)C(C)OC(=O)CCCN=C2NS(=O)(=O)c3ccccc32)c1 (configuration not stated) was read as Lipid storage S3 inconclusive.
`O=C(COc1ccccc1)NCC(=O)N/N=C/c1cccs1` gave Lipid storage S3 inconclusive.
For O=C(CSc1nc(O)c(Cc2ccccc2)c(=O)n1-c1ccccc1)N1CCOCC1 the results were Lipid storage S3 inconclusive.
For CC(=O)Oc1ccc(Oc2ccc(-c3noc(C)n3)cc2)cc1 the results were Lipid storage S3 inconclusive.
For Cc1ccc(-n2c(N)cc(=O)nc2SCC(=O)N2CCN(c3ccccc3)CC2)cc1C the results were Lipid storage S3 inconclusive.
O=C(Nc1cccc(-n2cnnn2)c1)c1ccoc1COc1ccc(Cl)cc1 was read as Lipid storage S3 29.1µM* and Lipid storage S3 cell count max -18.1*.

Taken from the entries so far, four compounds:
For O=C(CSc1nc(O)c(Cc2ccccc2)c(=O)n1-c1ccccc1)N1CCOCC1 the results were Lipid storage S3 inconclusive.
For CC(=O)Oc1ccc(Oc2ccc(-c3noc(C)n3)cc2)cc1 the results were Lipid storage S3 inconclusive.
For Cc1ccc(-n2c(N)cc(=O)nc2SCC(=O)N2CCN(c3ccccc3)CC2)cc1C the results were Lipid storage S3 inconclusive.
O=C(Nc1cccc(-n2cnnn2)c1)c1ccoc1COc1ccc(Cl)cc1 was read as Lipid storage S3 29.1µM* and Lipid storage S3 cell count max -18.1*.

The listing continues.
Screening CNCCOc1ccccc1-c1ccccc1 returned Lipid storage S3 inactive.
`COc1ccc(CCC(=O)NCc2ccccc2OC)cc1` gave Lipid storage S3 6.0% and Lipid storage S3 cell count max 10.9.
Screening Cc1ccccc1-c1nc(-c2ccc(NC(=O)c3ccc4c(c3)OCO4)cc2)no1 returned Lipid storage S3 inactive.
Screening CCN(CC)S(=O)(=O)c1ccc(C(=O)Nc2nnc(C(C)C)s2)cc1 returned Lipid storage S3 inconclusive.
For CC(=O)NS(=O)(=O)c1ccc(N=c2ssc3c2-c2cc(C)ccc2NC3(C)C)cc1 the results were Lipid storage S3 -0.2% and Lipid storage S3 cell count max 15.1.
`COc1ccc2nc(-n3c(C)ccc3C)sc2c1` gave Lipid storage S3 inactive and Lipid storage S3 cell count max -18.7.
`CC1CCCCN1C(=O)COC(=O)c1n[nH]c2ccccc12` (configuration not stated) gave Lipid storage S3 inconclusive.
For COc1ccc(/C(O)=C2\C(=O)C(=O)N(c3cc(C)on3)C2c2cccc(OC)c2OC)cc1C (configuration not stated) the results were Lipid storage S3 inconclusive.
`CCCNC(=O)c1onc(CSc2ccc(F)cc2)c1C(=O)NCCC` gave Lipid storage S3 15.3% and Lipid storage S3 cell count max -5.9.
Screening CCOc1ccc(Br)cc1C(=O)N/N=C/c1ccccn1 returned Lipid storage S3 16.6% and Lipid storage S3 cell count max 4.1.
For Cc1ccc(CNC(=O)C2CCCN(c3nc4ccccc4o3)C2)cc1 (configuration not stated) the results were Lipid storage S3 1.6% and Lipid storage S3 cell count max 18.6.
CC(C)N(C)Cc1cn(C)nc1-c1ccc(Oc2ccccc2)cc1 was read as Lipid storage S3 2.4% and Lipid storage S3 cell count max -3.6.
COc1ccccc1NC(=O)C(=O)N/N=C(\C)CC(=O)Nc1ccccn1 was read as Lipid storage S3 8.6% and Lipid storage S3 cell count max 3.4.
Screening O=C1CC[C@@H](CN(Cc2ccccc2)Cc2cn[nH]c2-c2cc3ccccc3o2)N1 returned Lipid storage S3 inconclusive.
`C=CCOn1c(=O)c(-c2ccc(C)cc2)[n+]([O-])c2ccccc21` gave Lipid storage S3 5.0% and Lipid storage S3 cell count max 3.1.
`COCCCNC(=S)NNC(=O)c1ccc(S(=O)(=O)N2CCC(C)CC2)cc1` gave Lipid storage S3 -2.7% and Lipid storage S3 cell count max 1.2.
`COc1cc(C(C)=O)ccc1OCC(=O)Nc1cc(Cl)ccc1-n1cncn1` gave Lipid storage S3 inconclusive.
Screening COc1ccc(NC(=O)CCSc2nc(C)cs2)cc1 returned Lipid storage S3 inconclusive.
Screening COc1ccc([C@H]2[C@H](C(C)=O)N3N=Cc4ccccc4C3C23C(=O)OC(C)(C)OC3=O)cc1 (some centres not stated) returned Lipid storage S3 inconclusive.
For Cc1cc(OCC(=O)NNC(=O)c2cnccn2)cc(C)c1Cl the results were Lipid storage S3 inconclusive.
Screening CCOc1ccc2[nH]c(=O)c(CN(CCCO)S(=O)(=O)c3ccc(F)cc3)cc2c1 returned Lipid storage S3 inactive and Lipid storage S3 cell count max 9.7.
For Cn1nc(C(F)(F)F)c(-c2cccc(C(F)(F)F)c2)c1NC(=O)c1nccnc1C(=O)O the results were Lipid storage S3 inactive and Lipid storage S3 cell count max 25.4.
`O=C(O)CC1(CC(=O)Nc2ccc(F)cc2F)CCCCC1` gave Lipid storage S3 inconclusive.
Screening Cc1cccc(NC(=O)C2c3ccccc3Oc3ccccc32)n1 returned Lipid storage S3 inconclusive.
CCCNC(=O)c1nc(C)n(-c2cc(Cl)ccc2Cl)n1 was read as Lipid storage S3 inconclusive.
`CCn1c(N2CCN(C(=O)/C=C/c3ccccc3)CC2)nc2ccccc21` gave Lipid storage S3 11.7% and Lipid storage S3 cell count max -16.6.
CCN1CCN(C(=O)Cn2ncc3ccsc3c2=O)CC1 was read as Lipid storage S3 inconclusive.
For CC1CCN(S(=O)(=O)c2ccc(NC(=O)[C@@H]3CCCC[C@@H]3C(=O)O)cc2)CC1 the results were Lipid storage S3 inconclusive.
`O=C(O)/C=C\c1cccc(-n2nnnc2SCc2ccccc2F)c1` gave Lipid storage S3 inconclusive.
For Cc1cc(C)n(CC2CC(=O)N(c3ccccc3)C2=O)n1 (configuration not stated) the results were Lipid storage S3 -2.4% and Lipid storage S3 cell count max 5.1.
For CCOC(=O)c1ccc(NC(=O)Nc2c(C)nn(C)c2C)cc1 the results were Lipid storage S3 inactive.
C=Cn1cc[n+](CC(=O)c2ccc(C)cc2)c1 was read as Lipid storage S3 -2.3% and Lipid storage S3 cell count max 5.4.
`Cc1cc2nc3n(c2cc1C)CC1CC(C(=O)NCc2cccc(Br)c2)N(C)C31` (configuration not stated) gave Lipid storage S3 inconclusive.
`O=C(NCCc1ccc(F)cc1)C(=O)NCC1CCCN1S(=O)(=O)c1cccs1` (configuration not stated) gave Lipid storage S3 -10.0%[0.0737 µM].
Screening Cc1ccc(NS(=O)(=O)c2ccc(F)cc2)nc1 returned Lipid storage S3 inconclusive.
Cc1ccccc1OCCN1C(=O)NC2(CCCc3ccccc32)C1=O (configuration not stated) was read as Lipid storage S3 inactive and Lipid storage S3 cell count max -11.2.
`N/C(=N/OC(=O)c1cccc([N+](=O)[O-])c1)c1cccc([N+](=O)[O-])c1` gave Lipid storage S3 -12.2% and Lipid storage S3 cell count max 5.3.
Screening CCCCc1ccc(NC(=O)CSc2nc(=O)n(CCCN3CCOCC3)c3c2CCC3)cc1 returned Lipid storage S3 -5.0% and Lipid storage S3 cell count max 12.5.
C=C[C@@H]1c2ccccc2N(S(=O)(=O)c2ccc(C)cc2)[C@H](c2ccc(C(F)(F)F)cc2)C1(C#N)C#N was read as Lipid storage S3 inconclusive.
`Cc1cc(NS(=O)(=O)c2ccc(NS(=O)(=O)c3ccc(CC(C)C)cc3)cc2)nc(C)n1` gave Lipid storage S3 inconclusive.
Screening COc1cc(C(=O)OCC(=O)Nc2c(F)cccc2F)cc(OC)c1C returned Lipid storage S3 inconclusive.
For Cc1ccccc1Cn1c(CN2CCN(c3ccc(F)cc3)CC2)nc2c1c(=O)n(C)c(=O)n2C the results were Lipid storage S3 inconclusive.
For CC(C)(C)NNC(=S)Nc1cccc(F)c1 the results were Lipid storage S3 10.2% and Lipid storage S3 cell count max 1.3.
O=C(O)C1C2C=CC(C2)C1C(=O)NCc1ccc(Cl)c(Cl)c1 (configuration not stated) was read as Lipid storage S3 inconclusive.
`C/C(=N\NC(=O)Cn1cc([N+](=O)[O-])cn1)c1ccco1` gave Lipid storage S3 inconclusive.
`O=C(Nc1ccc(N2CCOCC2)c(Cl)c1)c1ccc(F)cc1` gave Lipid storage S3 1.2% and Lipid storage S3 cell count max -7.3.
For O=C(NCC(=O)N(c1ccccc1)C(C(=O)NC1CCCCC1)c1cccnc1)c1ccco1 (configuration not stated) the results were Lipid storage S3 inconclusive.
For Cc1cc(CN(C)Cc2ccc(OCC(O)CN(C)Cc3ccccc3)cc2)on1 (configuration not stated) the results were Lipid storage S3 7.7% and Lipid storage S3 cell count max 9.3.
CCCN(C(=O)Cc1coc2cc(C)c(C)cc12)c1c(N)n(Cc2ccccc2)c(=O)[nH]c1=O was read as Lipid storage S3 inconclusive.
Screening CCc1ccc(NC(=O)C2CCC(CNC(=O)[C@@H]3Cc4ccccc4CN3)CC2)cc1 (some centres not stated) returned Lipid storage S3 inactive and Lipid storage S3 cell count max 5.1.

Pulled by compound from the list above:
Screening CCc1ccc(NC(=O)C2CCC(CNC(=O)[C@@H]3Cc4ccccc4CN3)CC2)cc1 (some centres not stated) returned Lipid storage S3 inactive and Lipid storage S3 cell count max 5.1.
For CC(C)(C)NNC(=S)Nc1cccc(F)c1 the results were Lipid storage S3 10.2% and Lipid storage S3 cell count max 1.3.
`C/C(=N\NC(=O)Cn1cc([N+](=O)[O-])cn1)c1ccco1` gave Lipid storage S3 inconclusive.
For O=C(NCC(=O)N(c1ccccc1)C(C(=O)NC1CCCCC1)c1cccnc1)c1ccco1 (configuration not stated) the results were Lipid storage S3 inconclusive.
`O=C(Nc1ccc(N2CCOCC2)c(Cl)c1)c1ccc(F)cc1` gave Lipid storage S3 1.2% and Lipid storage S3 cell count max -7.3.
O=C(O)C1C2C=CC(C2)C1C(=O)NCc1ccc(Cl)c(Cl)c1 (configuration not stated) was read as Lipid storage S3 inconclusive.

Other records.
Cn1c(=O)[nH]c(=O)c2c1nc(SCC(=O)O)n2CCc1ccccc1 was read as Lipid storage S3 inconclusive.
COC(=O)c1ccc(NC(=S)NC2CC3CCC2C3)cc1 (configuration not stated) was read as Lipid storage S3 16.3% and Lipid storage S3 cell count max -4.7.
`Cc1ccc(NC(=S)NCc2cccs2)c(C)c1` gave Lipid storage S3 inconclusive.
C/C(CC(=O)NCc1ccccc1)=N\NC(N)=S was read as Lipid storage S3 -4.4% and Lipid storage S3 cell count max -0.1.
COc1c(C)cc(C(=O)C2CCCN(S(=O)(=O)N(C)C)C2)cc1C (configuration not stated) was read as Lipid storage S3 inconclusive.
`O=C(N/C(=C\c1cccc(Br)c1)C(=O)N1CCOCC1)c1ccco1` gave Lipid storage S3 12.0% and Lipid storage S3 cell count max -6.7.
Screening CC(C)(C)c1ccc(C(=O)c2c[nH]c(C(=O)NCc3ccco3)c2)cc1 returned Lipid storage S3 inconclusive.
`CC(C)(C)Cc1nnc(NC(=O)CCc2ccccc2)s1` gave Lipid storage S3 15.5% and Lipid storage S3 cell count max -0.5.
Cc1nn(CC(=O)NCc2ccc(OC(C)C)cc2)c(=O)c2cc3occc3n12 was read as Lipid storage S3 inconclusive.
For CCOC(=O)Cn1c(CN(Cc2ccccc2)Cc2ccccc2)nc2c1c(=O)[nH]c(=O)n2C the results were Lipid storage S3 16.9% and Lipid storage S3 cell count max 3.7.
Screening Cc1cccc(NC(=O)c2nc[nH]c2C(=O)N2CCC(C)CC2)c1 returned Lipid storage S3 inconclusive.
`CCCCn1c(N)c(N(CC)C(=O)C2CCCC2)c(=O)[nH]c1=O` gave Lipid storage S3 1.4% and Lipid storage S3 cell count max 14.7.
For Cc1cc(C)nc(SCc2nnc(SCC#N)n2-c2cccc(Cl)c2)n1 the results were Lipid storage S3 inconclusive.
`CCCCn1cnc2c([nH]c3cc(OC)ccc32)c1=O` gave Lipid storage S3 1.3% and Lipid storage S3 cell count max 0.1.
For O=C(COC(=O)c1ccccn1)Nc1ccccc1OC(F)F the results were Lipid storage S3 inconclusive.
CCc1ccccc1N(CC(=O)N1CCN(c2ccc(F)cc2)CC1)S(C)(=O)=O was read as Lipid storage S3 inconclusive.
Screening CC(Oc1ccccc1)c1ccnc(N)n1 (configuration not stated) returned Lipid storage S3 inconclusive.
`C=CCN(c1ccccc1)S(=O)(=O)c1cccc(C(=O)N2CCN(c3ncccn3)CC2)c1` gave Lipid storage S3 inconclusive.
`CCN(C(=O)COC(=O)COc1ccc2c(C)cc(=O)oc2c1)C1CCS(=O)(=O)C1` (configuration not stated) gave Lipid storage S3 0.0461µM* and Lipid storage S3 cell count max -49.7*.
Cc1ccc(NC(=O)CN2C(=O)NC3(CCCCC3C)C2=O)cc1S(=O)(=O)N1CCCCC1 (configuration not stated) was read as Lipid storage S3 inactive and Lipid storage S3 cell count max 23.2.
CC(C)CC(NS(=O)(=O)c1cccc(C(=O)O)c1)C(=O)O (configuration not stated) was read as Lipid storage S3 inconclusive.
For COc1ccc(N2C(=O)C(Cl)=C(NCc3ccccc3)C2=O)cc1 the results were Lipid storage S3 inconclusive.
COc1cc(/C=N/NC(=O)C(N)=O)ccc1OC(=O)c1cccs1 was read as Lipid storage S3 inconclusive.
`CC1CCN(C(=S)Nc2ccc(F)cc2)CC1` gave Lipid storage S3 inconclusive.
`O=C(COc1ccccc1Cl)NCCNC(=O)c1cnccn1` gave Lipid storage S3 12.0% and Lipid storage S3 cell count max -2.3.
